Source: PubChem
TDP43 rescue – qHTS of TDP-43 Inhibitors | 1.8% of 410,000 active | TDP-43 expressing yeast growth rescue, BacTiter-Glo, 24 h | Potency, µM (top dose mostly 46.1 µM), for inactives: top-dose growth rescue (activation), usual class: activators; further: potency means the concentration at half of the fitted maximal effect; % of control where 0% means no effect; nearly all actives have a fitted effect of over 50% in size
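Yeast expressing TDP-43 (pregrown in raffinose, seeded at OD600=0.02 in galactose medium) exposed to compounds 24 hr at 30 deg C. Growth read by BacTiter-Glo luminescence; rescue of toxicity appears as increased signal.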
FUS yeast rescue – qHTS for Suppressors of FUS Proteinopathy: Primary screen using FUS-linked yeast assay; S. cerevisiae FUS-expressing, growth rescue, OD600, 24 h; Potency, µM (highest dose often 76.6 µM), for inactives: at the top dose growth rescue (activation), actives largely listed as activators; 0.24% of 390,000 active; AID 1347120, 2019;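 further: potency means the concentration at half of the fitted maximal effect; plate controls were DMSO vehicle for no effect and reference control for full effect; nearly all actives have a fitted effect of over 55% in size; some results filed as inactive show a strong effect at the top dose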
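Toxicity suppression screen in FUS-yeast. Cells induced with 2% galactose, starting OD 0.005, treated 24hr at 30C with compounds at multiple final concentrations; growth by OD600.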
aSyn rescue – qHTS of alpha-syn Inhibitors; Potency, µM (titrated, usually from 46.1 µM), for inactives: top-dose growth rescue (activation), most hits filed as activators; AID 652106, 2013; 0.14% of 370,000 active; Yeast expressing alpha-synuclein, growth rescue, BacTiter-Glo, 24 h; further: potency means the concentration at half of the fitted maximal effect; % of control where 0% means no effect; nearly all actives have a fitted effect of over 65% in size
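Galactose-induced alpha-syn yeast (OD600=0.02, raffinose-pregrown) + pinned cpd, 24 hr, 30 deg C; growth by BacTiter-Glo luminescence. Growth restoration scores as activation.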
pAkt inh – HTS Assay for Inhibitors of Akt Phophorylation: Primary Screen; AID 651550, 2012; 0.32% of 360,000 active; Neuro2A IGF-stimulated pAkt S473 HTRF, 20 min; stronger effect = lower value; activity change, % for hits at 50 µM; in the data active means activity change below about -80%; inconclusive means mostly about -51% to -80%; further: on the % scale 0 is the no-effect control and ±100 the full control effect
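Single-point screen (50 µM final compound) in Neuro2A cells stimulated 20 min with 6 nM IGF at 37 deg C. After lysis, Ser473-phosphorylated Akt read by HTRF (ex 330 nm, em 615/665 nm) as the 665/615 ratio.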
GLP1R inv ag – qHTS of GLP-1 Receptor Inverse Agonists (Inhibition Mode). HEK293 GLP-1R CRE-luciferase, luminescence, 24 h; GLP-1R form is constitutively active. Potency, µM (doses to about 38.3 µM), without a hit: at the top dose activity change, negative = inhibition, hits mostly inhibitors. 1.6% of 410,000 active. AID 624417, 2012; further: potency means the concentration at half of the fitted maximal effect; on the % scale 0 is the no-effect control and ±100 the full control effect; nearly all actives have a fitted effect of over 55% in size
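GLP-1R inverse agonism mode: basal reporter luminescence in engineered HEK293 cells measured after one day of compound exposure at 37 deg C, with a 12 min room-temperature detection step.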
DRD3 antagonist – qHTS of D3 Dopamine Receptor Antagonist: qHTS; D3R cells, DiscoveRx beta-arrestin luminescence, antagonist mode; stronger effect = lower value; 2.5% of 360,000 active; D(3) dopamine receptor (Homo sapiens), P35462; max response, negative = inhibition, %; in the data active means max response below about -50%; inconclusive means no clear call, values can overlap the other calls; further: on the % scale 0 is the no-effect control and ±100 the full control effect; mostly tested at two doses, the higher about 12 µM
Target sequence (P35462 whole entry, looked up): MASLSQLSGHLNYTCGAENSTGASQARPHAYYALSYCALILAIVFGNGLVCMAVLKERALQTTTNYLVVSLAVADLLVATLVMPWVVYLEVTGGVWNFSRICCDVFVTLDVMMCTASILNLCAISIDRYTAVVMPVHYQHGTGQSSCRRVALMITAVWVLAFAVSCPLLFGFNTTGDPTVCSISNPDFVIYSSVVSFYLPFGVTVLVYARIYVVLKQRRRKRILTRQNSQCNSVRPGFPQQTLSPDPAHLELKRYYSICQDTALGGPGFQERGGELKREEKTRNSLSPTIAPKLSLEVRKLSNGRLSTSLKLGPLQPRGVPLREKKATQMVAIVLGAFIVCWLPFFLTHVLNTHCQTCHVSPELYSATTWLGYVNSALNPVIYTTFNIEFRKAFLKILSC
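Cells plated overnight at 1500 cells/well, then exposed to library compounds with dopamine controls for 90 minutes at 37 degrees C. DiscoveRx reagent added for 30–60 minutes at room temperature; luminescence read, quantitative HTS format.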
PTHR1 agonist – qHTS for PTHR1 Agonists: Primary Screen. Parathyroid hormone/parathyroid hormone-related peptide receptor (Homo sapiens), Q03431. HEK293 GP2 PTHR1 cells, GloSensor cAMP luminescence, 1 h. Potency, µM (top dose mostly 115 µM), inactives show at the top dose activation, usual class: activators. 0.075% of 410,000 active. AID 743266, 2014; further: potency means the concentration at half of the fitted maximal effect; nearly all actives have a fitted effect of over 55% in size; some results filed as inactive show a strong effect at the top dose; inactives centre near -15; many of its hits are not listed in these tables
Target sequence (Q03431 whole entry, looked up): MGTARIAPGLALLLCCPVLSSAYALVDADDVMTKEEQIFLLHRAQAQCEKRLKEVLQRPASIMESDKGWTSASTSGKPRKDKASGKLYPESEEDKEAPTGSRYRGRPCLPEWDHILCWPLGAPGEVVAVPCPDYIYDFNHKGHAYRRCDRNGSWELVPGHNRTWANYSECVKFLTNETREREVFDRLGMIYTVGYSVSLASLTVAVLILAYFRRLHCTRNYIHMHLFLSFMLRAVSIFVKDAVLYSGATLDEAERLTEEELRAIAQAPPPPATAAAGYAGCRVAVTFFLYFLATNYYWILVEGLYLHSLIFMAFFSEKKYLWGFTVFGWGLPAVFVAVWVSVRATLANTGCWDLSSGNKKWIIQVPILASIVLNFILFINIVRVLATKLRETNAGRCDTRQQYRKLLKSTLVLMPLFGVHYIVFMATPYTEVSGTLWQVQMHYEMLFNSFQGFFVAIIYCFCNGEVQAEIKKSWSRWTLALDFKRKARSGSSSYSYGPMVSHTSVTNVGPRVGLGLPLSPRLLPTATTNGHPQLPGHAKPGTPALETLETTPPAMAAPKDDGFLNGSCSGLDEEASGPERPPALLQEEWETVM
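HEK-293-derived GP2 cells expressing PTHR1 and a GloSensor cAMP reporter, 3,000/well, plated overnight, given luciferin plus IBMX (each 0.5 mM as added) for 1 h at 37 °C, then compound for 1 h at 37 °C. Luminescence was read after 15 min at room temperature.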
Abeta yeast res – qHTS for compounds that reverse cellular toxicity of Amyloid beta (A-beta) peptide in yeast: Primary Screen. Potency, µM (titrated, usually from 46.1 µM), for inactives: top-dose growth rescue, usual class: activators. yeast expressing A-beta42, growth rescue, OD600, 48 h; response scale: 0% DMSO, 100% iron-clioquinol control. 0.063% of 410,000 active; further: potency means the concentration at half of the fitted maximal effect; nearly all actives have a fitted effect of over 55% in size
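Yeast growth medium received pinned compounds, then yeast cells expressing toxic A-beta were added; plates incubated at 30 C for 48 hr. Growth read as absorbance at 600 nm, normalized to DMSO and equimolar FeCl3 plus clioquinol controls.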
GLP1R ag – qHTS of GLP-1 Receptor Agonists. 0.007% of 380,000 active. Potency, µM (highest dose often 45.6 µM), inactives show top-dose activation, hits mostly activators. HEK293 GLP-1R CRE-luciferase, luminescence, 4-6 h; cells express a hypersensitive GLP-1R form. AID 624172, 2012; further: potency means the concentration at half of the fitted maximal effect; % of control where 0% means no effect
* hit, by the source's call; i = inactive; u = inconclusive; x = no result given; [ ] = remark or other dose. Unless noted, the call rests on the fitted dose curve; in most records, active means well fitted curve in the direction sought with a large enough effect; inconclusive means small, poorly fitted or top-dose-only effect, or another doubt; inactive means no such curve, though single readings can be large; an effect the other way counts as inactive or inconclusive.

The first 4 compounds, to show the layout:
SMILES	TDP43 rescue	FUS yeast rescue	aSyn rescue	pAkt inh	GLP1R inv ag	DRD3 antagonist	PTHR1 agonist	Abeta yeast res	GLP1R ag
CCOc1ccc(CCN2C(=S)N([C@@H](CC(C)C)CN3CCC[C@@H]3CN3C(=S)NC[C@@H]3CC(C)C)C[C@@H]2CC(C)C)cc1	0%	u	-12%	i	14%	-14	i	u	3%
Cc1ccc(S(=O)(=O)NCC(=O)OCC(=O)N(C)C2CCCCC2)cc1	8%	-25%	0%	i	20%	-4	-19%	14%	-3%
Cc1c(CCC(=O)NCCCn2ccnc2)c(=O)oc2c(C)c3occ(C(C)(C)C)c3cc12	-13%	16%	-11%	i	u	-5	-1%	-5%	19%
O=S1(=O)Cc2cc3ccccc3cc2C1	0%[9.22 µM]	-3%	1%	i	9%[7.66 µM]	4	-5%	-11%	7%

This part in full, from the first entry:
SMILES	TDP43 rescue	FUS yeast rescue	aSyn rescue	pAkt inh	GLP1R inv ag	DRD3 antagonist	PTHR1 agonist	Abeta yeast res	GLP1R ag
CCOc1ccc(CCN2C(=S)N([C@@H](CC(C)C)CN3CCC[C@@H]3CN3C(=S)NC[C@@H]3CC(C)C)C[C@@H]2CC(C)C)cc1	0%	u	-12%	i	14%	-14	i	u	3%
Cc1ccc(S(=O)(=O)NCC(=O)OCC(=O)N(C)C2CCCCC2)cc1	8%	-25%	0%	i	20%	-4	-19%	14%	-3%
Cc1c(CCC(=O)NCCCn2ccnc2)c(=O)oc2c(C)c3occ(C(C)(C)C)c3cc12	-13%	16%	-11%	i	u	-5	-1%	-5%	19%
O=S1(=O)Cc2cc3ccccc3cc2C1	0%[9.22 µM]	-3%	1%	i	9%[7.66 µM]	4	-5%	-11%	7%
CC(=O)c1cccc(NS(=O)(=O)c2ccc(N/C=C\C(=O)c3ccc(C)cc3)cc2)c1	5%	0%	11%	i	-24%	11	-24%	18%	-2%
CCN1CCN(C2CCCCC2NS(=O)(=O)c2ccccc2)CC1 (stereo unspecified)	-5%	10%	-3%	i	-18%	10	i	6%	0%
NS(=O)(=O)c1ccc(NC(=O)COC(=O)CSCc2ccc(F)cc2)cc1	9%	16%	1%	i	8%	18	-5%	-15%	0%
COc1ccc(-c2nc3n(n2)C(c2ccc(OC)cc2)C(C(=O)Nc2cccnc2)=C(C)N3)cc1 (stereo unspecified)	23%[9.22 µM]	-7%	x	x	10%	x	i	-4%	x
N#CCO/N=C(\c1ccccc1)c1ccncc1	-7%	25%	13%	i	51%[activator]	-4	i	4%	29%
O=C(C1CCCO1)N1CCN(C(=S)Nc2ccccc2)CC1 (stereo unspecified)	-7%	0%	-2%	i	2%	-17	-14%	7%	-1%
CN(C)/C=C/C(=O)c1ccc(Oc2ncccn2)cc1	u	10%	-10%	i	31%	1	-13%	0%	5%
CCC(C)[C@H](NC(=O)[C@@H]1CSC2c3ccccc3C(=O)N21)C(=O)NCc1ccncc1 (stereo partly specified)	6%	20%	u	i	-6%	5	-23%	6%	1%
CS(=O)(=O)N1CCCCC1c1cc(C(=O)Nc2cccc(C#N)c2)no1 (stereo unspecified)	18%	-12%	-1%	i	11%	-8	i	-7%	8%
C[C@@H]1CN([C@@H](C)CO)S(=O)(=O)c2ccc(Br)cc2O[C@H]1CN(C)C(=O)C1CCCCC1	24%	17%	-1%	i	-23%	-13	-3%	-7%	8%
O=C1CCCc2cc(S(=O)(=O)N3CCCC(C(=O)NCc4ccccc4)C3)ccc2N1 (stereo unspecified)	2%	12%	7%	x	u	x	-10%	-14%	-7%
COC(=O)N1C(=O)[C@](c2ccc(Cl)cc2)(C(C)C)N1C(=O)OC	35µM*	-3%	6%	i	u	-27	-93%[inhibitor]	-13%	-7%
COc1cccc(NC(=O)c2oc3ccccc3c2NC(=O)Cc2cccc(C)c2)c1	-2%	9%	x	x	-34%	x	-20%	-1%	x
CCOc1ccccc1N(CC(=O)Nc1ccccc1F)S(=O)(=O)c1ccccc1	21%	10%	15%	i	u	4	-8%	31%	11%
CSc1cccc(NC(=O)C2C3C=CC4(O3)C2C(=O)N(CCCN2CCOCC2)C4C(=O)NC2CCCCC2)c1 (stereo unspecified)	-6%	10%	1%	i	u	3	0%	11%	5%
Cc1ccc(CN(C(=O)COc2ccc(Cl)cc2)c2ccccn2)o1	13%	16%	x	x	u	x	-23%	-9%	x
CCOC(=O)c1cc(-c2ccc(OC(F)F)cc2)nc2nc(SC)[nH]c(=O)c12	-10%[9.22 µM]	12%	1%	i	10%	0	i	-11%	12%
O=C(Nc1ccc2c(c1)OCCO2)c1cccc2nc3ccccc3nc12	0%	27%	-5%	i	33%[activator]	-30	-3%[57.5 µM]	-12%	7%
CCOc1ccc(CNC(=O)CSc2nnc(C)c3c(C)n(-c4ccc(Cl)cc4)nc23)cc1	6%	-7%	x	x	8%	x	-4%	-7%	x
O=C(CNc1cccc(S(=O)(=O)N2CCCC2)c1)Nc1cccc(C(F)(F)F)c1	0%	x	4%	i	u	43	i	3%	0%
Cc1ccc(S(=O)(=O)c2cnc3cc(C)nn3c2N)cc1	-6%	-23%	6%	i	2%	1	i	-11%	1%
COCCCN1C(=O)C(CC(=O)NC2CCCCC2)CC(C(=O)N2CCOCC2)=C1C (stereo unspecified)	9%	-21%	-9%	i	-1%	-13	-16%	5%	-1%
Cc1noc(C)c1S(=O)(=O)Nc1ccc(C(=O)N2CCN(c3cccc(Cl)c3)CC2)cc1	-17%	30%	5%	x	0%	6	-6%[57.5 µM]	16%	2%
Cc1nc(Cc2nnc(SCC(=O)Nc3c(C)cccc3C)o2)cs1	7%	18%	-7%	i	2%	-2	-21%	1%	-4%
N#Cc1ccccc1NC(=O)C(=O)NCCc1csc(-c2ccc(F)cc2)n1	-3%	4%	x	x	4%	x	-71%[inhibitor]	-7%	x
COC(=O)CNC(c1ccccc1Cl)c1cc(Br)ccc1NS(=O)(=O)c1ccc(C)cc1 (stereo unspecified)	-1%	x	20%	i	3.5µM*	1	i	10%	-18%
O=C(c1ccccc1)N1CCCOC1c1ccccc1 (stereo unspecified)	5%	-23%	4%	i	1%	52	i	5%	-5%
CC(NC(=O)COC(=O)/C=C/c1ccc2c(c1)OCO2)c1ccccc1 (stereo unspecified)	10%	11%	0%	i	-7%	-10	-11%	-12%	-1%
CCOC(=O)c1c(C)c(C(=O)NCCCOC)c(C)n1C	-15%	u	-6%	i	43%	-10	-42%	-9%	19%
CC(=O)Nc1ccc(NC(=O)c2ccccc2N(C)S(C)(=O)=O)cc1	-20%	29%	1%	i	0%	-18	i	1%	-13%
COc1ccccc1N1CCN(C(=O)c2cc3cc(Cl)ccc3[nH]2)CC1	8%	-15%	-23%	i	u	0	i	-8%	15%
COc1ccc(NC(=O)NNC(=O)c2ccc3ccccc3c2O)c(OC)c1	-5%	4%	-7%	i	23%	13	-1%	-2%	-4%
CCOc1cc(CN2CCN(C(=O)c3cccc4ccccc34)CC2)ccc1OC	7%	16%	10%	i	3%	-1	i	4%	10%
O=C(COC(=O)CCc1nc2ccccc2c(=O)[nH]1)Nc1ccc(Cl)cn1	19%	22%	1%	i	-1%	9	-25%	15%	-2%
O=C(CCC(=O)N1CCN(S(=O)(=O)c2ccccc2)CC1)NC1CCCc2ccccc21 (stereo unspecified)	-14%	14%	1%	i	-2%	21	-12%	10%	-3%
O=C(CN(Cc1ccc(F)cc1)S(=O)(=O)c1ccc(S(=O)(=O)N2CCOCC2)cc1)Nc1ccccc1	-6%	21%	-5%	i	2%	18	i	10%	0%
CC1(C)CC(=O)C(C2C3=C(CC(C)(C)CC3=O)Oc3ccccc32)C(=O)C1 (stereo unspecified)	-3%	2%	-10%	i	-14%	-1	-18%	-12%	-1%
Cc1ccc(S(=O)(=O)N2CCCC(NC(=O)N3CCN(c4ccccc4)CC3)C2)cc1 (stereo unspecified)	-7%	-4%	10%	i	0%	-17	-22%	-2%	-7%
CN1CN(C)c2ccc([N+](=O)[O-])c3cccc1c23	0%	14%	0%	i	-24%	-25	-13%	-16%	3%
CN(CCCNC(=O)CCC(=O)N1CCOc2ccc(Cl)cc21)Cc1ccccc1	-3%	-27%	1%	i	u	u	-23%	-2%	7%
CC(C)CCNC(=O)CNC(=S)N(CCCN1CCOCC1)Cc1cccs1	-10%	13%	-8%	i	-15%	u	i	-16%	10%
COc1cc(C(=O)N(CCc2ccccc2)C2CC3CCC(C2)N3C)cc(OC)c1OC (stereo unspecified)	6%	21%	12%	i	u	0	-5%	1%	3%
CCOC(=O)CCCCCC(=O)Nc1ccc2c(c1)C(=O)N([C@@H](C)CO)C[C@@H](C)[C@H](CN(C)S(=O)(=O)c1cccs1)OCCCC[C@H](C)O2	25%	u	2%	i	-3%	-22	-22%	15%	-3%
O=C(CSc1nc2ccccc2s1)N/N=C/c1ccccc1C(=O)O	8%	-1%	0%	i	u	6	0%	13%	-5%
CCn1c(=O)c2sccc2n2c(CCC(=O)N3CCN(c4ccccc4OC)CC3)nnc12	-3%	6%	x	x	21%	x	u	-7%	-3%
CC1CCc2nc3ccc(S(=O)(=O)N4CCC(C(=O)NC5CCCC5)CC4)cc3c(C(=O)O)c2C1 (stereo unspecified)	17%	2%	11%	i	28%	8	-24%	-4%	-5%
COc1ccc(NS(=O)(=O)c2cc(C(=O)N3CCCCCC3)ccc2C)cc1	14%	11%	2%	i	11%	5	-25%	-8%	-7%

Not all compounds are listed. The share of hits here may be higher or lower than overall.
